High-throughput results from PubChem.
phage Ecoli inh: E. coli growth loss with phage present. growth absorbance. inhibition, % at 11.9 µM. 0.26% of 360,000 active. AID 651602; in the data active = inhibition above about 11%
PKA-R2B act: PKA-R2B complex activation; P22694+P31323; PKA-R2B holoenzyme dissociation, Cy5-IP20 fluorescence polarization; R2B truncated from residue 108, S112A mutant; 0% DMSO only, 100% 113 µM cGMP; 0.079% of 340,000 active; activation, % at 11.4 µM; AID 504700;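 active = activation above a cutoff set at the mean over all compounds plus 3 SD, cut at about 18% in these data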;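 note: higher means more holoenzyme dissociation and a rise in polarization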
Target sequence (P31323 whole entry, looked up, other chains not shown, the tested form may be a part): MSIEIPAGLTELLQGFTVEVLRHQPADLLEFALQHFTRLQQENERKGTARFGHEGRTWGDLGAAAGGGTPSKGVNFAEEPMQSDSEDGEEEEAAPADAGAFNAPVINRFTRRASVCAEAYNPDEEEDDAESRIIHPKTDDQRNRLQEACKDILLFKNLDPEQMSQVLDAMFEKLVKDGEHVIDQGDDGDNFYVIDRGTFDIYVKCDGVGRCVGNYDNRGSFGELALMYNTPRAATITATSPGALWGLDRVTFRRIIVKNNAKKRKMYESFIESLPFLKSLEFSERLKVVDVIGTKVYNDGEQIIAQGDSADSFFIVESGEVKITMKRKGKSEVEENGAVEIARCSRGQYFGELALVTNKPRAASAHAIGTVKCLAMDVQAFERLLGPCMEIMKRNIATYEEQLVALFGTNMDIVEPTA
Tat export inh: inhibitors of E. coli Tat protein transport. AID 488895. E. coli MC4100 TorA-mCherry Tat export, fluorescence. 0.036% of 340,000 active. inhibition, % at 10 µM;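 active = mean replicate inhibition at least 50% and at least half of replicates individually reaching 50%; inconclusive = only one of the two criteria met; inactive = neither criterion met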;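 note: exported cargo escapes ClpAP degradation while cytoplasmic cargo is degraded and loses fluorescence; 0% = median of neutral control wells and 100% = median of NaSCN control wells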
AddAB inh: less growth of phage-infected E. coli with AddAB | E. coli expressing H. pylori AddAB, absorbance growth | inhibition, % at 11.9 µM | 0.29% of 330,000 active; in the data active = inhibition above about 12%;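 note: 0% = vehicle wells of infected cells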
CDK5 p35 inh: inhibitors of human CDK5/p35 kinase; Q00535+Q15078; Recombinant CDK5/p35, ADP-Glo luminescence, 60 min; inhibition, % at 10 µM; 0.01% of 330,000 active; AID 488839;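 active = highest replicate inhibition of at least 50% and at least 75% of replicates reaching 50%; inconclusive = only one of the two criteria met; inactive = both criteria failed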;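 note: plate controls were DMSO neutral control for no effect and GW8510 at 10 µM for full effect; many of its hits are not listed in these tables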
HTR5A ag: HTR5A agonism, opioid heterodimer counter-screen. HTR5A agonist assay, luminescence, cell-based. P47898. AID 504692. 0.61% of 340,000 active. activation, % at 9.3 µM; in the data active = activation mostly above about 9.5%, no sharp cut-off; inactive = mostly below about 7.6%;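 note: 0% = cells with vehicle only and 100% = reference agonist; strong numbers were not always called active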
HTR5A inv ag: counter-screen for OPRM1-OPRD1 inverse agonists: human HTR5A inverse agonism | P47898 | HTR5A cell line, luminescence | inhibition, % at 9.3 µM | AID 504634 | 0.083% of 340,000 active; in the data active = inhibition mostly above about 23%, no sharp cut-off; inactive = mostly below about 18%;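 note: 0% = cells with DMSO and 100% = no-cell wells with DMSO; some compounds called inactive have numbers as strong as hits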
DAGLB inh: diacylglycerol lipase beta (human) inhibition. AID 504411. 0.059% of 340,000 active. HEK293T DAGLB membrane lysate, EnzChek fluorogenic substrate. inhibition, % at 5.17 µM; in the data active = inhibition above about 34%;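 note: 0% = enzyme with vehicle and 100% = wells lacking enzyme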
Target sequence (Q8NCG7 whole entry, looked up): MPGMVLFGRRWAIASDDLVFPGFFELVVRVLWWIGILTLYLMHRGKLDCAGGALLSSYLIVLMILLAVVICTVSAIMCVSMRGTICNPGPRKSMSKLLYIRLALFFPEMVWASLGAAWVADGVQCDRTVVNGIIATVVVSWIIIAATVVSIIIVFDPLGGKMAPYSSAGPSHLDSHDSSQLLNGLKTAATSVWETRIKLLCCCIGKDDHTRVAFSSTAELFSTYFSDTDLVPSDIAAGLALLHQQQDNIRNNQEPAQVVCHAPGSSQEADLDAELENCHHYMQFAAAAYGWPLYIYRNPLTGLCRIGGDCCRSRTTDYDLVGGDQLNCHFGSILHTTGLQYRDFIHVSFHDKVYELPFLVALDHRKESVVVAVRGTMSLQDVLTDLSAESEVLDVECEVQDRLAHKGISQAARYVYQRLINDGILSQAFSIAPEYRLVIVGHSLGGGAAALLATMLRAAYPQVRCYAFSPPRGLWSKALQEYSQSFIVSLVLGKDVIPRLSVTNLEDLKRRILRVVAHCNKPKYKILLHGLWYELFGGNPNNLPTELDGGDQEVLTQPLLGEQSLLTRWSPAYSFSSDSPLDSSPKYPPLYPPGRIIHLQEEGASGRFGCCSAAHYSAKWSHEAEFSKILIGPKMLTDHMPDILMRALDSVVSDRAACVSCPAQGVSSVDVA
PKA-R1A activ: activates the PKA-R1A holoenzyme complex; PKA-R1A dissociation, Cy5-IP20 fluorescence polarization; scaled: DMSO 0%, 113 µM cGMP 100%; activation, % at 11.4 µM; 0.083% of 340,000 active; AID 504707;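 active = percent activation above the mean of all tested compounds plus 3 SD, cut at about 19% in these data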;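 note: higher means more PKAc released from R1A so a rise in polarization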
SUMO Mot1 rescue: blocks SUMOylation pathway, rescuing yeast Mot1-301 growth | growth rescue, % at 18.8 µM | AID 2716 | 1% of 320,000 active | S. cerevisiae Mot1-301 growth rescue, ATP luminescence, 38.5C; percent above DMSO median, 100 means doubled;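 active = every valid replicate shows activation above 250% relative to neutral control wells; inactive = the rest, any valid replicate at or below 250%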;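 note: OY570 slx delta 5 strain wells were the positive control but not used for scaling; some compounds called inactive have numbers as strong as hits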
E coli growth: counter-screen for AddAB inhibitors: E. coli growth inhibition. 0.27% of 330,000 active. inhibition, % at 11.9 µM. E. coli V3065 growth, OD600 absorbance, 18 h;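 active = inhibition above the campaign's mean inhibition across all tested compounds plus 3 SD, cut at about 9.9% in these data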;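 note: uninfected addAB+ strain grown without phage in ampicillin broth; 0% = DMSO wells and 100% = ciprofloxacin 0.95 µg/ml wells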
* marks the source's active call; other numbers are inactive results; ? = inconclusive; . = no result given.

cpd	SMILES	PKA-R1A activ	CDK5 p35 inh	AddAB inh	HTR5A ag	DAGLB inh	SUMO Mot1 rescue	phage Ecoli inh	Tat export inh	PKA-R2B act	HTR5A inv ag	E coli growth
1	Cc1nnc(SCC(=O)Nc2ncc(S(=O)(=O)c3ccc([N+](=O)[O-])cc3)s2)s1	9	-1.8	2.6	-2	1	5	1.1	-13	-12	9	-0.4
2	O=C(N/N=C/c1ccc2c(c1)OCO2)c1cccnc1	-1	0.1	4.1	-1	0	-9	1.8	0	0	2	1.6
3	COc1ccc(C(=O)NC(C)CCCC(C)(C)O)cc1OC1CCN(C(C)=O)CC1 (stereo not given)	4	-0.2	.	1	0	205	0.8	2	8	-41	.
4	Cc1cc2c(=O)n(Cc3ccco3)c(SCC(=O)NCc3ccco3)nc2s1	2	-0.1	0.8	7	2	-24	4.2	-7	-3	2	0.9
5	CC(Cc1ccc(Cl)cc1)N1CCC(n2nccc2NC(=O)C2CCCC2)CC1 (stereo not given)	3	-1.7	0.1	1	2	15	4.0	8	1	-4	0.2
6	CC1Cc2ccccc2N1C(=O)C1CCCN(S(=O)(=O)c2cccc3cccnc23)C1 (stereo not given)	2	0.4	4.8	2	-3	-27	1.4	7	8	-5	0.3
7	N#CCC(=O)N/N=C/c1ccc(OS(=O)(=O)c2ccccc2)cc1	-9	0.3	3.3	-6	-1	846*	3.4	-5	-7	16	0.2
8	COc1cccc(CNC(=O)C2Cc3cc(S(=O)(=O)N4CCCC4)ccc3N2C(C)=O)c1OC (stereo not given)	-6	0.2	4.2	0	-1	281	1.8	-5	-12	6	0.5
9	COc1cc2c(cc1OC)C(c1ccccc1O)N(C1CC(=O)N(c3ccccc3)C1=O)CC2 (stereo not given)	-3	0.0	2.8	1	0	50	1.6	-2	-1	5	1.8
10	COc1cccc(C2CC(c3cccs3)=NN2C(=O)CSc2nc3ccccc3o2)c1OC (stereo not given)	-2	-0.9	-0.2	0	-1	-9	3.8	-7	-14	-26	-0.6
11	O=C(CSc1ccccc1)Nc1nc2ccccc2[nH]1	5	-0.7	1.1	11	1	7	-0.2	1	4	-22	-2.4
12	COc1ccc(-c2cnnn2-c2ccc(NC(=O)/C=C/c3ccc(OC)c(OC)c3)cc2)cc1	9	-0.5	2.4	7	-2	15	2.7	-2	-15	-2	0.0
13	CC1Sc2ccc(S(=O)(=O)N3CCC(C(=O)Nc4cccc(Cl)c4)CC3)cc2NC1=O (stereo not given)	-4	0.1	-1.9	8	-2	-12	3.0	6	-5	-3	-0.4
14	Cc1cccn2cc(CNS(=O)(=O)c3ccc4ccccc4c3)nc12	2	-0.8	2.8	3	-1	0	-0.1	7	2	-12	-2.0
15	CC(C(=O)NCCN1C(=O)S/C(=C\c2cccs2)C1=O)N1C(=O)c2ccccc2C1=O (stereo not given)	-5	0.0	0.4	-4	0	8	3.6	-6	-15	11	-0.2
16	Clc1ccc(CNCc2cccs2)cc1Cl	-4	-1.5	2.6	-1	-4	363*	2.8	4	-11	3	0.3
17	O=C(NC1CCCC1)C1(c2ccccc2)CCN(S(=O)(=O)c2ccccc2)CC1	-11	0.1	2.9	-6	-2	7	1.3	2	-3	-18	-1.7
18	O=C(NCC1CCCO1)c1ccc(NC(=O)c2cccc(Cl)c2)cc1 (stereo not given)	-2	-0.2	1.6	2	0	-11	-2.0	-4	3	-5	0.2
19	O=C(NCCc1ccccc1)C(=O)NCC(c1ccco1)N1CCOCC1 (stereo not given)	2	4.3	0.5	2	-5	0	-0.5	5	-8	-2	1.3
20	Cc1ccc(NC(=O)CN2CCC(C(=O)c3ccc(F)cc3)CC2)cc1	0	-0.2	4.2	-1	-5	-13	2.5	-6	-10	3	-0.5
21	COC(=O)c1[nH]c2ccc(Br)cc2c1NC(=O)CN1CCCCC1CCO (stereo not given)	-1	-0.1	-3.5	-4	3	5	-0.8	-5	5	-28	-1.8
22	COc1cccc(/C=N/n2c(CO)nc3ccccc32)c1OC	9	-0.8	-0.3	3	1	-14	0.0	-2	14	-7	-1.1
23	CCC(O)c1c(-c2ccccc2)nn(C)c1Cl (stereo not given)	6	-3.7	2.7	2	2	16	1.2	-8	5	-7	-1.2
24	CC(C)(C)OC(=O)C[C@H]1C/C=C\C[C@@H](CC(=O)N[C@H](CO)Cc2ccccc2)C(=O)NC[C@@H](c2ccccc2)OC1=O	1	1.2	0.2	0	0	-16	3.0	-28	-1	3	0.9
25	O=c1[nH]c(-c2ccc3c(c2)OCO3)nc2c1sc(=S)n2-c1ccccc1	-4	-2.3	-0.8	-3	0	172	4.1	8	-2	7	-3.9
26	CC(=O)N1CCCc2cc(S(=O)(=O)N(C)Cc3ccccc3)ccc21	4	-0.3	-1.5	-2	0	129	2.9	5	-6	-6	-2.3
27	Oc1cccc2ccc(/C=C/c3ccccc3Br)nc12	-7	0.4	-3.7	-17	-11	528*	-3.6	-9	-2	62*	-5.5
28	CCNS(=O)(=O)c1ccc(NS(C)(=O)=O)cc1	-11	2.6	1.1	-2	0	3	2.0	0	-4	7	-1.7
29	O=C(c1ccc(F)cc1)N1CCC(C(=O)N(Cc2ccccc2)c2ccccc2)CC1	8	-3.2	-1.0	2	0	10	-0.1	4	-3	-5	0.7
30	Cc1ccc(Nc2nc3ccccc3n3cnnc23)cc1Cl	5	0.9	1.5	-1	-2	6	0.8	-3	13	2	-0.3
31	COC(=O)CCC(=O)OC1(C)C(=O)C2=CN(CC3CC3)C(c3ccc(OC)cc3)=CC2=C(Br)C1=O (stereo not given)	3	-0.1	0.9	4	3	0	.	-10	16	-4	1.5
32	Cc1ccc(S(=O)(=O)NNC(=O)Nc2ccccc2F)c(C)c1	0	0.3	0.1	-1	0	-1	0.2	2	4	2	-1.6
33	Cc1ccc(OCCCCNC2CCCCC2)c(C)c1	0	-0.7	1.1	-2	-2	29	2.5	-7	-4	4	-1.5
34	O=C(NCCN1CCOCC1)c1cc(=O)[nH]c2ccc(Br)cc12	-10	-0.8	-0.1	-4	-1	18	1.5	8	3	10	0.2
35	O=C(NCc1ccc(F)cc1)C1CCCN1S(=O)(=O)c1cccc2nsnc12 (stereo not given)	9	-5.0	3.7	1	-2	.	0.6	-5	2	-6	-4.3
36	CCOC(=O)C1=C(C)NC(SC)=C(C#N)C1CC(C)C (stereo not given)	-9	-5.0	-2.2	2	-4	34	2.4	-7	2	17	-2.8
37	Cc1cccc(COc2ccccc2/C=N/Nc2ccc([N+](=O)[O-])cc2)c1	-7	-0.6	1.6	-4	0	-7	1.4	-5	-6	13	-1.8
38	CCc1c(C(=O)Nc2ccc(OC)cc2)[nH]c(C)c1C(C)=O	5	-0.5	1.5	3	0	-7	0.7	-6	-10	-9	-0.3
39	O=C(Nc1ccc2c(c1)OCCO2)c1cccc(Cl)c1	-4	-4.8	2.3	-3	-2	4	4.4	-5	4	9	1.5
40	NC(=S)Nc1cccc2cc3ccccc3cc12	4	-0.7	0.8	12	-1	11	1.2	3	5	-33	-3.2
41	OC(COCc1ccccc1)Cn1cnc2ccccc21 (stereo not given)	-10	-1.5	1.5	0	-3	-9	3.4	-1	-11	-21	3.0
42	CCNC(=O)COc1ccc(S(=O)(=O)Nc2ccccc2)cc1	-6	0.4	1.6	5	2	798*	.	3	-2	13	3.9
43	Nc1ncnc(Nc2cccc(Cl)c2Cl)n1	3	-0.7	-0.2	-2	-1	2	3.2	3	1	5	-0.1
44	Cc1cc(OCCn2cc(/C(N)=N/O)c3ccccc32)ccc1Cl	4	0.3	3.5	10	0	-15	1.2	-3	-8	7	3.2
45	C#CCOCCOCCOCCNc1nc(N2CCN(C(=O)[C@H](CCCCN)n3cc([C@@H](N)C(C)CC)nn3)CC2)nc(N2CCN(C(=O)[C@H](Cc3cc4ccccc4[nH]3)n3cc([C@@H](N)CC(C)C)nn3)CC2)n1 (stereo not given in full)	-3	8.5	2.8	-3	-9	-18	.	26	-8	10	-2.6
46	Cc1c(OC(=O)c2ccc([N+](=O)[O-])cc2)c2c(c[n+]1C)COC(C)(C)OC2	0	1.3	2.0	-2	2	-2	.	-1	-6	-21	-1.1
47	NC(=O)C1CCN(C(=O)CCc2nc3sc4c(c3c(=O)[nH]2)CCCC4)CC1	-2	-0.7	-1.2	-1	5	16	2.9	0	0	3	-0.2
48	Fc1ccc(CNC(=S)NCc2ccccc2)cc1	-9	1.6	-1.2	-1	3	-16	4.2	7	-2	2	1.9

Quoted at random: 2 records from the list, in no set order.
cpd	SMILES	PKA-R1A activ	CDK5 p35 inh	AddAB inh	HTR5A ag	DAGLB inh	SUMO Mot1 rescue	phage Ecoli inh	Tat export inh	PKA-R2B act	HTR5A inv ag	E coli growth
41	OC(COCc1ccccc1)Cn1cnc2ccccc21 (stereo not given)	-10	-1.5	1.5	0	-3	-9	3.4	-1	-11	-21	3.0
39	O=C(Nc1ccc2c(c1)OCCO2)c1cccc(Cl)c1	-4	-4.8	2.3	-3	-2	4	4.4	-5	4	9	1.5

New compounds follow
cpd	SMILES	PKA-R1A activ	CDK5 p35 inh	AddAB inh	HTR5A ag	DAGLB inh	SUMO Mot1 rescue	phage Ecoli inh	Tat export inh	PKA-R2B act	HTR5A inv ag	E coli growth
49	CC1(C)NC(=O)N(CNc2cc(Cl)ccc2Cl)C1=O	-17	0.6	3.1	3	-1	0	0.3	-9	-1	14	1.4
50	Cc1ccc(-c2csc(NC(=O)c3ccco3)n2)cc1C	-4	0.9	2.0	6	-15	14	-2.4	13	-2	23	4.0
51	Fc1ccc(N2CCN(Cc3nnc(-c4ccccc4)o3)CC2)cc1	-3	0.4	5.5	8	-1	-15	4.9	-3	6	-21	-0.6
52	Cc1cc(Cl)c(S(=O)(=O)NC(C(=O)O)C(C)C)cc1OCC(=O)NC1CCCCC1 (stereo not given)	6	-1.1	1.9	-5	0	-12	1.4	?	0	11	3.2
53	O=C(Nc1nnc(-c2cccs2)o1)c1cccc(C(F)(F)F)c1	-5	-0.6	21*	2	9	-12	96*	16	-3	-5	13*
54	CCc1ccc(NC(=O)CSc2nnc(-c3ccco3)o2)cc1	4	-3.9	2.6	-1	-11	10	3.6	-6	2	3	0.7
55	O=c1[nH]c(C2CCN(S(=O)(=O)c3ccc(C(F)(F)F)cc3)CC2)nc2c1nnn2Cc1ccc(F)cc1	4	2.5	-1.0	18*	0	16	0.3	27	0	-50	-0.8
56	COc1ccc(CCNS(=O)(=O)c2cccc3nsnc23)cc1OC	10	1.7	-1.2	3	-1	-9	2.6	8	-4	-14	3.8
57	Cc1c(C)c2ccc(OCC(=O)Nc3ccc(S(N)(=O)=O)cc3)c(C)c2oc1=O	16	.	4.9	-1	-1	-1	1.8	-3	8	-3	0.2
58	COc1ccccc1NC(=O)CC1SC(=N)N(c2ccccc2)C1=O (stereo not given)	-1	-0.5	-1.5	-1	0	-14	0.3	-3	-18	3	1.6
59	COc1ccc(OC)c(NC(=O)CCc2c[nH]c3ccccc23)c1	-1	0.0	-1.8	1	1	0	2.7	4	-14	7	0.2
60	O=C(Nc1ccccc1C(=O)NC1CC1)c1ccc([N+](=O)[O-])o1	1	-1.5	.	1	0	.	16*	-2	-1	-4	.
61	Cc1cc([N+](=O)[O-])nn1CC(=O)NNC(=S)Nc1ccc(Cl)cc1	-4	-0.6	3.8	-1	4	10	3.3	-6	3	17	0.5
